Screens deposited in PubChem BioAssay by several laboratories.
Shn3 inh set2: reduction of Shn3 3'UTR firefly luciferase signal, primary screen, Schnurri-3 inhibitor project, cell-based, Clone20 osteoblasts, set 2. Clone20 osteoblast Shn3 3'UTR firefly luciferase, 24 h. inhibition, % at 12.5 µM. hit rate 0.52% among 360,000. AID 588674, 2011;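 active = mean inhibition of at least 75% with every replicate also reaching 75%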;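 also: 0% = median of neutral control wells and 100% = pilot-screen positive control compound; some compounds past the cut are filed as inactive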
Vif inh: HIV Vif self-association inhibitors, primary screen, imaging, HEK293T, single point. HEK293T cells, Vif self-association by quenched fluorescence, 24 h. inhibition, % at 7.49 µM. hit rate 0.35% among 340,000. AID 602346, 2012; in the data active = inhibition above about 50%, passing the limit was not always enough; also: some results filed as inactive read as strong as hits
NR2E3 ag-1: inhibitors of NR2E3-RetCOR corepressor binding, primary screen, NR2E3 agonist project, biochemical, TR-FRET, GST-NR2E3, biotin-RetCOR; Photoreceptor-specific nuclear receptor (Homo sapiens), Q9Y5X4; 1536-well; inhibition of corepressor binding, % at 4.78 µM; hit rate 0.12% among 320,000; AID 2300, 2010;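 active = percent inhibition above the cutoff of mean plus 3 SD of all tested compounds, set per screening campaign, cut at about 20% in these data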;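 also: 0% = DMSO wells and 100% = biotin wells as full block of FRET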
Target sequence (Q9Y5X4 whole entry, looked up): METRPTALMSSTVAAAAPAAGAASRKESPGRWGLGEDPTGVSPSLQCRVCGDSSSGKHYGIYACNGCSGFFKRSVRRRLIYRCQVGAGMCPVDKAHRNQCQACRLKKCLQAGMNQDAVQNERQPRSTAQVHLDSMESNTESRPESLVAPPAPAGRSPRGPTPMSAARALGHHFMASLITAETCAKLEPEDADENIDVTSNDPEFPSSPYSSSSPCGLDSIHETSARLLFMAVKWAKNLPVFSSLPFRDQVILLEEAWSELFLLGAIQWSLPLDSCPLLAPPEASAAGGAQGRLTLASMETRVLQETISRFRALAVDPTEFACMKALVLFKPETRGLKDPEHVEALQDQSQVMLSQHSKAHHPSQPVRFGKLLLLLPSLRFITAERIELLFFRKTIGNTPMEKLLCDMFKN
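system = GST-tagged NR2E3 plus biotinylated RetCOR corepressor | input = 1.35 nM GST-NR2E3 | also added = 7 nM biotin-RetCOR | schedule = 5 h incubation at 4 °C | measured by = TR-FRET with europium anti-GST and streptavidin-D2, 340 nm excitation | read-out = percent loss of FRET ratio relative to control wells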
CaV13 FRET inh: Primary screen for inhibitors of IQ motif and Ca2+-dependent inactivation inhibitor domain binding in CACNA1D, Förster resonance energy transfer in living cells, … | HEK cells, CFP/YFP FRET ICDI-IQ, plate reader, 10 min; percent FRET-ratio fall versus neutral wells | inhibition, % at 12.3 µM | hit rate 0.098% among 340,000 | AID 743397;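 active = mean replicate inhibition of at least 30% and at least 1% of replicates passing that level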;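 also: 0% = median of the neutral control wells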
HIF-2a block: HIF-2a reporter inhibitors, primary screen, luminescence, 786-0 RCC cells. inhibition, % at 18.8 µM. 786-0 RCC cells HIF-2a reporter, luciferase luminescence, overnight. AID 624352, 2012. hit rate 0.72% among 360,000;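 active = inhibition of the luminescence signal of 40% or more relative to plate controls, in a single-dose primary screen at 18.75 µM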
Peg3 promoter: Peg3 promoter-driven luciferase inhibitors, primary screen, cell-based, HeLa, luciferase luminescence | HeLa PEG-Prom luciferase reporter, overnight | inhibition, % at 20 µM | hit rate 1.7% among 360,000 | AID 588405, 2011;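 active = inhibition of at least 50% at 20 µM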
NR2E3 ag-2: NR2E3 agonists in two-hybrid cells, primary screen, cell-based, luminescence, CHO-S, Gal4-NCOR/VP16-NR2E3; AID 602229, 2012; inhibition of corepressor binding, % at 3.98 µM; hit rate 0.35% among 360,000; Photoreceptor-specific nuclear receptor (Homo sapiens), Q9Y5X4; luciferase;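 active = inhibition above the mean of all tested compounds plus 3 SD, cut at about 70% in these data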;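 also: 0% = DMSO with NR2E3 transfected cells and 100% = cells lacking NR2E3 construct; higher means lower luciferase signal from less NR2E3 corepressor binding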
KKLEB tox: cytotoxicity in KKLEB CF airway cells, primary screen, cytotoxicity control for CF NF-kB inhibitor project, cell-based, uHTS, fluorescence assay plates; KKLEB CF airway cells viability, ATPlite luminescence, overnight; active compounds read low; cells stimulated with P. aeruginosa culture filtrate; activity change (cytotoxicity), % at 5 µM; hit rate 0.36% among 360,000; AID 602141, 2011;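 active = corrected activity change at or below -50% at 5 µM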
PDI inh: inhibitors of human PDI, primary screen, biochemical, turbidity, single point, plate reader. inhibition, % at 10 µM. Protein disulfide-isomerase (Homo sapiens), P07237. hit rate 0.052% among 350,000. PDI insulin aggregation turbidity, A650, 90 min. AID 588391, 2011;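 active = mean inhibition across replicates of 30% or more, whatever share of single replicates reach that level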;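 also: absorbance from insulin aggregation driven by PDI reduction with DTT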
Target sequence (P07237 whole entry, looked up): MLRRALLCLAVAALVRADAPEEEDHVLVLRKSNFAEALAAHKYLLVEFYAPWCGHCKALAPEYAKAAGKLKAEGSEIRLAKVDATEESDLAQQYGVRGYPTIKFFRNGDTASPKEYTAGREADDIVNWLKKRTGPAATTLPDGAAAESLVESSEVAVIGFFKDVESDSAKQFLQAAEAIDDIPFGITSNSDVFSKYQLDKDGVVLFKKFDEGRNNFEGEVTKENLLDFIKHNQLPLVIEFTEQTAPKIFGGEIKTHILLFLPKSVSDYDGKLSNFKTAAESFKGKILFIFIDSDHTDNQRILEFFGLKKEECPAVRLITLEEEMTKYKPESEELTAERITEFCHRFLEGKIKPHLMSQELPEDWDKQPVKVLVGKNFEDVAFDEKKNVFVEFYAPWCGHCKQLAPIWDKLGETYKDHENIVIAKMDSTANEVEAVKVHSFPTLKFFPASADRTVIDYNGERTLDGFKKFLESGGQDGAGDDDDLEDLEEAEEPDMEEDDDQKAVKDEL
TRPM1 prom inh: inhibitors of MITF-dependent TRPM1 promoter reporter, primary screen, cell-based, SK-MEL-5, single point, luciferase; SK-MEL-5 TRPM1 promoter luciferase, 24 h; inhibition, % at 12.5 µM; AID 488899, 2010; hit rate 0.83% among 330,000;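 active = mean inhibition across replicates of 60% or more, whatever share of single replicates reaches that level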; also: values of inactives mirror those of a sister screen read the other way
CF NFkB inh: inhibitors of PAF-induced NF-kB signaling, primary screen, cell-based, GFP fluorescence, uHTS; AID 588850, 2011; hit rate 0.86% among 360,000; KKLEB NF-kB-GFP reporter, GFP fluorescence overnight; inhibition, % at 5 µM;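 active = at least 50% inhibition at 5 µM, scaled per plate between neutral and stimulator controls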;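 also: PAF is a Pseudomonas aeruginosa culture filtrate used as stimulus; plate controls were PAF-stimulated DMSO wells for no effect and unstimulated DMSO wells for full effect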
Starred values were filed as active, the others as inactive; . = not tested or not shown. Outcome played no part in choosing rows. About 3.3% of those tested had a hit in this group.

SMILES	Shn3 inh set2	Vif inh	NR2E3 ag-1	CaV13 FRET inh	HIF-2a block	Peg3 promoter	NR2E3 ag-2	KKLEB tox	PDI inh	TRPM1 prom inh	CF NFkB inh
O=C(C(=O)N1CCN(c2ccccc2F)CC1)c1cn(CC(=O)N2CCOCC2)c2ccccc12	-13	-11	2	-5	12	-1	-4	-3	-5	-2	-6
COc1ccc(Cl)cc1NC(=O)C/C(C)=N/NC(=O)CC#N	-4	.	-2	-5	21	13	-22	3	3	5	-5
Cc1ccc(S(=O)(=O)N(CC(=O)N2CCCCC2)c2cccc(C)c2)cc1	-17	-4	2	-5	-4	14	7	8	6	-8	-2
O=C(NCCS(=O)(=O)N1CCC2(CC1)OCCO2)c1ccccc1	-1	3	-3	-7	10	12	12	-2	-2	-4	6
COCc1cc(C)nc(SCC(=O)N2CCC(C)CC2)c1C#N	8	-1	1	-7	-1	33	12	16	7	-3	9
CCCCCCN(C(=O)CCl)c1ccccc1	-8	3	0	-2	18	27	-20	-68*	-2	34	85*
O=S(=O)(NC1CCN(S(=O)(=O)c2ccc3c(c2)OCCO3)C1)c1c(F)cccc1F (configuration not stated)	9	-4	6	-4	-8	15	-14	-16	0	.	-10
COc1ccc(-c2csc(NC(=O)CS(=O)(=O)c3ccc(F)cc3)n2)cc1OC	9	-5	5	-4	5	-12	-5	1	-4	1	-12
COc1ccccc1NC(=O)CSc1nnc(-c2ccccn2)n1Cc1ccco1	-15	-2	-1	-3	20	23	-34	-2	-1	3	2
O=C(CSc1nnc(-c2cccnc2)o1)Oc1ccccc1	15	.	-2	-6	10	11	12	6	-2	5	-11
COc1ccc(NC(=O)C[C@H]2C(=O)N(c3ccccc3)C[C@@H]2CSC)cc1	-3	-3	.	-6	-5	9	-12	-3	-11	.	4
O=c1c2ccccc2nnn1-c1ccccc1[N+](=O)[O-]	15	1	.	-7	-16	-1	12	-4	-7	.	16
CCSc1ccc([C@@H]2[C@H]3C(=O)N(C)C(=O)[C@H]3[C@]3(C(=O)OC)CCCCN23)cc1OC	1	-1	-1	-9	16	21	23	-26	-2	4	24
C[C@@H]1CN([C@@H](C)CO)S(=O)(=O)c2ccc(/C=C/c3ccccc3)cc2O[C@@H]1CN(C)Cc1ccc(C(=O)O)cc1	-5	-4	.	-6	14	13	-28	3	-6	.	-11
O=C(CC1C(=O)N(c2ccccc2)C(=S)N1c1ccccc1)c1ccc(Br)cc1 (configuration not stated)	9	-1	4	4	11	12	0	-3	-6	6	10
CCCCN(C)Cc1c(C)[nH]c2ccc(C)cc2c1=O	-10	-11	-4	-4	16	1	-15	-17	-4	3	5
COc1ccc(C2C(C(=O)N3CCOCC3)=C(C)NC3=C2C(=O)CC(C)(C)C3)cc1O (configuration not stated)	-6	0	-1	-4	-16	1	-19	10	1	-8	-19
COC(=O)C1CCN(C(=O)Cc2ccccc2OC)CC1	-27	-4	-2	1	16	18	-15	-2	0	-1	-9
CSc1ccc(C2NC(=O)c3ccccc3N2)cc1 (configuration not stated)	-136	4	-2	5	-265	-126	-130	-3	5	-15	-1
CC(C)CN(CC(C)C)C(=O)CS(=O)(=O)Cc1ccccc1	-2	3	2	.	20	5	10	-1	-3	6	3
COc1ccc(-c2oc(NC(=O)CCl)c(C#N)c2-c2ccc(OC)cc2)cc1	.	.	2	-4	15	102*	4	-10	0	43	11
CN(C)S(=O)(=O)Oc1ccccc1C(=O)Nc1cccc(C(F)(F)F)c1	-14	16	-1	-6	7	8	-34	3	-7	1	-8
COc1cc(NC(=S)N2CCOCC2)c(OC)cc1Cl	-6	-3	-1	-3	-7	-5	8	-12	2	4	8
Cc1ccc(S(=O)(=O)N2CCOCC2)cc1NC(=O)COc1ccccc1Cc1ccccc1	23	-7	.	-8	9	17	4	-7	7	-5	2
Cn1c(=O)c2c(c3ccccc31)OC(C)(C)CC2	13	.	-3	-5	22	-6	9	-8	5	8	18
COc1ccc(/C=C/C(=O)OCC(=O)Nc2ccc(C)cc2)cc1S(=O)(=O)N1CCOCC1	2	-1	-2	-5	17	-4	-26	12	1	4	-4
O=S1(=O)N=C2CCCCCN2C(c2ccc(Cl)cc2)N1 (configuration not stated)	6	7	0	-7	22	9	-5	3	-7	0	6
CCOC(=O)CSc1nnc(CNC(=O)c2ccc(S(=O)(=O)N(C)C)cc2)n1C	28	-4	-4	6	12	12	5	18	7	-2	-17
CCCCn1c(SCc2nc3ccccc3s2)nc2ccccc2c1=O	14	1	3	-4	-11	35	-6	-4	-13	0	3
CCc1cccc(CC)c1NC(=O)c1ccc(-n2cncn2)nc1	5	5	-4	-5	13	-4	18	-1	7	9	13

7 compounds picked at random from those above, as already listed:
SMILES	Shn3 inh set2	Vif inh	NR2E3 ag-1	CaV13 FRET inh	HIF-2a block	Peg3 promoter	NR2E3 ag-2	KKLEB tox	PDI inh	TRPM1 prom inh	CF NFkB inh
C[C@@H]1CN([C@@H](C)CO)S(=O)(=O)c2ccc(/C=C/c3ccccc3)cc2O[C@@H]1CN(C)Cc1ccc(C(=O)O)cc1	-5	-4	.	-6	14	13	-28	3	-6	.	-11
CC(C)CN(CC(C)C)C(=O)CS(=O)(=O)Cc1ccccc1	-2	3	2	.	20	5	10	-1	-3	6	3
O=S1(=O)N=C2CCCCCN2C(c2ccc(Cl)cc2)N1 (configuration not stated)	6	7	0	-7	22	9	-5	3	-7	0	6
CCCCN(C)Cc1c(C)[nH]c2ccc(C)cc2c1=O	-10	-11	-4	-4	16	1	-15	-17	-4	3	5
CCOC(=O)CSc1nnc(CNC(=O)c2ccc(S(=O)(=O)N(C)C)cc2)n1C	28	-4	-4	6	12	12	5	18	7	-2	-17
O=C(NCCS(=O)(=O)N1CCC2(CC1)OCCO2)c1ccccc1	-1	3	-3	-7	10	12	12	-2	-2	-4	6
O=C(C(=O)N1CCN(c2ccccc2F)CC1)c1cn(CC(=O)N2CCOCC2)c2ccccc12	-13	-11	2	-5	12	-1	-4	-3	-5	-2	-6

(next part)
SMILES	Shn3 inh set2	Vif inh	NR2E3 ag-1	CaV13 FRET inh	HIF-2a block	Peg3 promoter	NR2E3 ag-2	KKLEB tox	PDI inh	TRPM1 prom inh	CF NFkB inh
Cc1sc2ncnc(N3CCC(C(=O)Oc4cccc(Cl)c4Cl)CC3)c2c1C	2	5	1	5	19	14	8	-9	0	0	-7
CCCNC(=O)NC1C(NC(=O)NCCC)N(C)C(=O)N1C (configuration not stated)	-3	.	-2	-5	9	19	5	-5	15	11	9
Cc1sc2nc(N3CCOCC3)[nH]c(=O)c2c1-c1ccccc1	-38	2	1	-5	10	1	16	-1	1	-16	-14
N#C/C(=C\c1ccc(OCc2ccccc2)cc1)C(=O)Nc1nc2c(s1)CCN(Cc1ccccc1)C2	5	4	1	-4	-3	-52	-8	-6	-10	-12	0
COc1ccc(NS(=O)(=O)c2ccc(N3CCOCC3)c(NC(=O)C(C)C)c2)cc1	66	-3	-3	-5	9	17	33	16	5	8	-8
CC(C(=O)Nc1ccccn1)N1C(=O)C2C3C=CC(C3)C2C1=O (configuration not stated)	8	-10	-1	.	4	4	-30	-11	-4	-16	0
Cc1ccc(-c2cc(C(=O)Nc3cccc(S(=O)(=O)N(C)C)c3)c3ccccc3n2)o1	0	-3	3	-7	-10	5	-9	5	-11	-4	4
O=C(NC1CCCc2ccccc21)c1ccc([N+](=O)[O-])cc1 (configuration not stated)	5	-3	-1	-3	-7	9	-12	-6	13	-7	-4
CC(=O)NC1C(=O)N=C(SCC(=O)NC(C)c2ccccc2)NC1=O (configuration not stated)	-12	26	1	-8	11	3	2	12	-8	-2	-8
O=C(NCc1ccccc1)NC(=O)c1ccc(Cl)cc1	-28	14	0	-6	-14	-10	-9	10	-1	-3	-19
O=C(CSc1ccccc1)Nc1nnc(C2CC2)s1	4	9	-2	-6	-32	-34	-13	7	3	4	-33
O=C(CN1CCN(CC(=O)Nc2ccc(OCc3ccccc3)cc2)CC1)Nc1ccc(F)cc1	36	-14	1	-7	-39	-10	-1	3	4	5	-25
CC(C)NC(=S)N1CCN(Cc2ccc3c(c2)OCO3)CC1	-7	-2	8	-5	9	-3	-2	-1	3	3	6
COc1ccccc1-c1n[nH]c(=S)n1Cc1ccccc1	5	-4	-3	-4	13	5	35	-18	-32	12	3
CCCOc1ccc(CCc2n[nH]c(=S)n2-c2ccccc2)cc1	52	0	3	-6	4	15	-5	6	-1	2	5
Cc1cc(C)c2c(N)c(-c3nnc(SCc4ccc(Cl)cc4)n3C)sc2n1	16	0	-5	-4	3	-2	-19	-3	2	-5	-3

Exported in markdown: entries from further up.
| compound | Shn3 inh set2 | Vif inh | NR2E3 ag-1 | CaV13 FRET inh | HIF-2a block | Peg3 promoter | NR2E3 ag-2 | KKLEB tox | PDI inh | TRPM1 prom inh | CF NFkB inh |
| --- | --- | --- | --- | --- | --- | --- | --- | --- | --- | --- | --- |
| CC(=O)NC1C(=O)N=C(SCC(=O)NC(C)c2ccccc2)NC1=O (configuration not stated) | -12 | 26 | 1 | -8 | 11 | 3 | 2 | 12 | -8 | -2 | -8 |
| CCCNC(=O)NC1C(NC(=O)NCCC)N(C)C(=O)N1C (configuration not stated) | -3 | . | -2 | -5 | 9 | 19 | 5 | -5 | 15 | 11 | 9 |
